Compound activity (PubChem)
Mtb RmlCD inh = inhibitors of Mycobacterium tuberculosis RmlC and RmlD coupled enzymes. inhibition, % at 3.6 µM. RmlC+RmlD coupled enzyme assay, percent inhibition; primary screen in compound mixtures. 160,000 tested, 0.03% active. AID 1533. P9WH09+P9WH11; in the data active = inhibition mostly above about 34%, no sharp cut-off; note: some results filed as inactive read as strong as hits
Target sequence (P9WH09 whole entry, looked up): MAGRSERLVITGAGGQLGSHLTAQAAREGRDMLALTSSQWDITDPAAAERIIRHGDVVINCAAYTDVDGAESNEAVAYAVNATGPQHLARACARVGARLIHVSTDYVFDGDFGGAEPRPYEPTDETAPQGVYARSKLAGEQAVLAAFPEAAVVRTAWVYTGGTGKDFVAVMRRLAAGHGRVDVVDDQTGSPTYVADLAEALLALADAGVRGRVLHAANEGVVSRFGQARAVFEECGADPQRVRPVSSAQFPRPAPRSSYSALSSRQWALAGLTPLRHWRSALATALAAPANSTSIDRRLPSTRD
Target sequence (P9WH11 whole entry, looked up): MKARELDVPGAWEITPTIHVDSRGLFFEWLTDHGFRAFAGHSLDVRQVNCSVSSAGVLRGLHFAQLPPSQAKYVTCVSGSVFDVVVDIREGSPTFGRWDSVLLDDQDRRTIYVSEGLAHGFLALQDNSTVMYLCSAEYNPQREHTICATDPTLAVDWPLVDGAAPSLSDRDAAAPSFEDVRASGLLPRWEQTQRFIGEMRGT
M. tuberculosis GlmU = inhibition of mycobacterial GlmU enzyme – biochemical, glucosamine-1-phosphate acetyltransferase (AID 1376). M. tuberculosis GlmU acetyltransferase enzyme assay; higher % means a stronger effect. inhibition, %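 (tested at 30 µM in the primary screen)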; hits with a dose series show IC50 in µM. 220,000 tested, 0.25% active; in the data active = inhibition above about 13%;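 note: 0% = complete reaction with vehicle and 100% = reaction without substrate; strong numbers were not always called active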
* hit, by the source's call; . = no result given. This is a subset; rates above refer to the full screens.

SMILES	Mtb RmlCD inh	M. tuberculosis GlmU
Cc1ccnc(-n2c(-c3ccco3)nc3ccccc3c2=O)c1	1	2.6%
Cc1cc(C=O)c(C)n1-c1ccc(Cl)c(C(=O)O)c1	.	4.0%
Cc1ccc(NCC(=O)N/N=C\c2ccc[nH]2)cc1	7	-1.5%
Cc1ccc(NC(=O)CSc2nnc(N)s2)c([N+](=O)[O-])c1	15	-1.7%
N#CCCn1cc(C(=O)Nc2ccc([N+](=O)[O-])cc2)c(-c2cccs2)n1	.	1.7%
O=c1c2ccccc2cnn1Cc1n[nH]c(=S)n1-c1ccccc1F	-10	2.7%
CCNC(=O)NC(=O)C(C)OC(=O)CCS(=O)(=O)c1ccc(C)cc1 (stereo not given)	8	7.8%
c1ccc(-c2csc3ncn4cnnc4c23)cc1	-14	0.5%
CCOC(=O)C1C(=O)NC(c2ccccc2)=NC1c1ccc(C(C)C)cc1 (stereo not given)	-2	-4.6%
CCOC(=O)N1CCC(NC(=O)c2cccnc2SC)CC1	7	4.5%
CC(=O)Nc1cccc(-c2nnc3c4ccccc4c(C)nn23)c1	-10	11%
Cc1ccc(-c2csc(C(C#N)=C3CCCC3)n2)cc1	8	-3.5%
CCOC(=O)c1c(N2C(=O)CC(Sc3ccccc3C(=O)O)C2=O)sc(C)c1C (stereo not given)	-30	3.0%
Oc1c(Br)cc(Br)cc1C=NCc1ccc(F)cc1	.	-2.7%
Cc1cc(C(=O)COC(=O)c2ccc(CO)cc2)c(C)n1CC1COc2ccccc2O1 (stereo not given)	-11	0.9%
CCc1cc(CNC(=O)CC2C(=O)NCCN2CC2CCCCC2)on1 (stereo not given)	12	2.3%
COc1cccc(-n2nnnc2SCC(=O)NCc2ccco2)c1	7	10%
N#CC1=C(N)Oc2c(c(=O)sc3ccccc23)C1c1ccncc1 (stereo not given)	-32	3.8%
CCOC(=O)C(=CNc1ccc2c(c1)c1ccccc1n2CC)C(=O)OCC	-5	11%
CCCCNc1cc(NC(C)=O)cc2cc(OC)c(OC)cc12	18	-1.6%
Fc1ccc(CN2CCSCC2)cc1Br	.	6.3%
COc1ccc(C2=NOC(C(=O)Nc3ccc(C(C)=O)cc3)C2)cc1OC (stereo not given)	-10	2.7%
Cc1ccc(C2C(C(=O)O)c3ccccc3C(=O)N2C)o1 (stereo not given)	-6	-2.5%
O=C(OCc1ccccc1)c1cccnc1Cl	6	6.6%
OC(CN1CCN(Cc2ccccc2)CC1)c1ccccc1 (stereo not given)	-8	0.6%
c1ccc(OCCn2cnc3ccccc32)cc1	16	2.6%
Cc1cc(C)c2c(N)c(S(=O)c3ccc(C(C)(C)C)cc3)sc2n1 (stereo not given)	.	0.9%
Cc1nn(C)cc1-c1cc(C(=O)O)c2ccccc2n1	4	8.0%
CC(C)C(=O)Nc1ccc(C(=O)NNC(=O)c2cccs2)cc1	-9	2.0%
COc1cccc(C2C(C(=O)c3cccs3)=C(O)C(=O)N2CCN(C)C)c1OC (stereo not given)	.	4.6%
CCOc1cc(/C=N/NC(=O)CSc2nncn2C)ccc1OCc1ccccc1	-6	-3.3%
CCC(=O)Oc1oc(-c2ccccc2)nc1C=Nc1ccccc1OC	-13	-0.3%
COc1ccc(OC)c2c(N)c(C#N)c(C(F)(F)C(F)(F)F)nc12	-1	-7.2%
COC(=O)c1sccc1-n1cccc1C(=O)N1CCOCC1	10	-4.2%
CCOc1ccc(CN(CCCl)CCCl)cc1C(=O)OC	.	2.9%
CCc1sc(N(C(=O)Cc2ccccc2)c2ccccc2)nc1-c1ccccc1	.	2.6%
O=S(=O)(CCSc1nc2ccccc2s1)c1nc2ccccc2s1	-6	3.0%
Cc1nn(CCc2n[nH]c(=S)n2C2CCCCC2)c(C)c1Br	-6	2.5%
CC(C)(C)OC(=O)N1CCC[C@H]1C(=O)NCC1CCC(C(=O)O)CC1 (stereo not given in full)	-2	2.0%
CN(C)c1ccc(/C=C/C(=O)c2ccc3c(c2)OCCO3)cc1[N+](=O)[O-]	2	2.9%
O=S(=O)(c1cccs1)n1nnc2ccccc21	-2	1.2%
COCCN(C(=O)C(C)C)c1nnc(-c2ccc(C)cc2)s1	32	0.8%
CCO[C@@H]1OC(C(=O)N2CCOCC2)=C[C@H](c2ccc(Br)cc2)[C@H]1CCCO	.	0.2%
CCCNc1c(NC(C)=O)c(=O)oc2ccccc12	.	-0.3%
O=c1cc(CN2CCN(S(=O)(=O)/C=C/c3ccccc3)CC2)c2ccc(O)cc2o1	.	-3.6%
COC(=O)c1ccc(NC(=O)CCN2CCN(Cc3ccccc3)CC2)cc1	.	-0.1%
CCOC(=O)c1sc(NC(=O)CSc2nc3c(c(=O)n2-c2ccc(C)cc2)SCC3)c(C(=O)OCC)c1C	.	-5.6%
COc1ccc(C(=O)N(c2ccc(OC)cc2)S(=O)(=O)c2cccs2)cc1	-6	0.5%
COc1cccc(CNn2cnnc2)c1O	-11	3.0%
c1ccc(-c2noc(-c3cccnc3)n2)nc1	0	-2.6%
O=C(Nc1ccccc1Cl)N1C2CCC1CC(O)(c1cccnc1)C2 (stereo not given)	.	-0.7%
Oc1cccc2nc3ccccc3nc12	-10	3.0%
CCCCOC(=O)CSC1=C(C#N)C(c2ccc3c(c2)OCO3)CC(=O)N1 (stereo not given)	-15	-6.6%
CCOc1ccc(S(=O)(=O)N(C)c2ccc(OCC(=O)OCc3c(C)noc3C)cc2)cc1	-6	8.5%
N#Cc1nc(-c2ccc(OCc3ccccc3)cc2)oc1NCc1ccco1	-7	1.1%
CCOC(=O)/C(C#N)=C/c1ccc(OCC(=O)Nc2cc(C)ccc2C)c(OC)c1	44	-3.6%
CN(C)CCOc1ccc2ccccc2c1	.	0.3%
COc1nc2c(c(-c3cc(Br)cs3)c1C#N)Cc1ccccc1-2	31	-8.0%
Cc1ccc2c(c1)Oc1ccc([N+](=O)[O-])cc1C(=O)N2	13	1.9%
COCc1[nH]nc2c1C(c1ccccc1Cl)C(C#N)=C(N)O2 (stereo not given)	-5	3.2%

Next part:
SMILES	Mtb RmlCD inh	M. tuberculosis GlmU
O=C(NN1CCOCC1)c1cc(-c2cccs2)nc2ccccc12	.	0.2%
Cc1ccc(CCNC(=O)c2cc(C)nn2-c2ccccc2)cc1	-12	-2.5%
CC(=O)Nc1ccc(NC(=O)C/C(C)=N/NC(N)=S)cc1	2	0.1%
Clc1ccc2c(c1)CNc1c(ncnc1N1CCOCC1)O2	10	-4.5%
COc1ccccc1OCCNC(=O)c1cc(SC)ccc1Cl	-8	6.7%
C=CCNC(=O)NC(=O)COC(=O)/C(C#N)=C/c1cc(C)n(CC(C)C)c1C	42	3.4%
Cc1[nH]c2ccccc2c1C(=O)COC(=O)c1c(-c2ccccc2)noc1C	1	2.1%
O=P(O)(CP(=O)(c1ccccc1)c1ccccc1)c1ccccc1	-5	1.5%
COC(=O)c1cc(S(=O)(=O)n2nc(C)cc2C)c(Cl)cc1Cl	.	6.5%
Cc1ccc(Nc2nc(-c3ccc(O)cc3O)cs2)nc1	5	-2.9%
CC(C)CNC(=O)/C=C/c1cccs1	44	-6.0%
CC(C)c1ccc(/C=C/C(=O)N2CCc3ccccc3C2)cc1	-11	-5.5%
CCCCOC(=O)c1cc(-c2ccc(/C=N/n3cnnc3)o2)ccc1Cl	.	4.9%
CCCNC(=O)c1c(N)n(CC2CCCO2)c2nc3ccccc3nc12 (stereo not given)	-8	4.4%
O=C(N/N=C/c1ccccn1)c1cccc(S(=O)(=O)Nc2ccccc2Cl)c1	6	-0.5%
O=C(CSc1ncn[nH]1)N1CCCCC1	3	2.8%
Cc1cccn2c(=O)c(/C=C3\SC(=S)N(CC(C)C)C3=O)c(NCCCOC(C)C)nc12	-8	6.5%
Cc1nn(-c2ccccc2)c(C)c1/C=N/NC(=O)c1cc(-c2cccc3ccccc23)n[nH]1	.	-1.4%
COc1ccc(N/C(=N/c2nc(C)cc(C)n2)NC(=O)c2ccccc2)cc1	.	0.8%
CCc1n(CC(O)COCC2CC=CCC2)c2ccccc2[n+]1C (stereo not given)	-10	5.9%
N=C(N)CCCOc1ccccc1-c1ccccc1	-9	-4.2%
CCOC(=O)Cn1nnnc1C	3	0.2%
CC(=O)C1=C(C)NC(SCC(=O)Nc2nccs2)=C(C#N)C1c1ccccc1Cl (stereo not given)	21	3.7%
CCOCCCNC1=C(Cl)C(=O)c2ccccc2C1=O	.	4.8%
O=C(CN1CCSC1=NCc1ccccc1)c1ccccc1	.	1.8%
CC(/C=N/n1cnnc1)=C\c1ccccc1	-7	2.1%
Cc1cnc([N+](=O)[O-])n1CCOC(=O)NC(=O)c1c(F)cccc1F	1	2.5%
CCCN1C(=O)/C(=C/c2ccc(N3CCOCC3)cc2)NC1=S	9	-6.5%
CSc1nccc(-c2sc(SC)c(C#N)c2-c2ccccc2)n1	21	2.3%
CCCCN1C(=O)C(NC(=O)CC(C)C)(C(F)(F)F)C2=C1CC(C)(C)CC2=O (stereo not given)	-12	1.5%

Whole records, quoted from the list. Screens in order: Mtb RmlCD inh, M. tuberculosis GlmU
CC(C)CNC(=O)/C=C/c1cccs1 reads 44, -6.0%
CCCN1C(=O)/C(=C/c2ccc(N3CCOCC3)cc2)NC1=S reads 9, -6.5%

The list continues:
SMILES	Mtb RmlCD inh	M. tuberculosis GlmU
O=C1NC(=S)NC(=O)C1=Cc1cccc2cc3ccccc3cc12	-6	-1.6%
Cc1cc2cc(CNC(=S)NC3CCCCC3)ccc2[nH]1	-19	-1.6%
CCCn1c(Sc2nc3c(c(=O)[nH]c(=O)n3C)n2CCC)nc2c1c(=O)[nH]c(=O)n2C	-1	-3.3%
O=C(c1cc(S(=O)(=O)N2CCC3(CC2)OCCO3)ccc1F)N1CCCCC1	6	1.5%
CC(=O)Nc1c(O)nc(SC/C=C/CSc2nc(O)c(NC(C)=O)c(=O)[nH]2)[nH]c1=O	40	-1.8%
COc1ccccc1C(=O)Oc1cc(C)[nH]c(=O)c1[N+](=O)[O-]	-8	-9.4%
O=S(=O)(c1ccc2ccccc2c1)N1C=CC(C(F)(F)F)=NCC1	5	1.5%
COc1ccc(C(=O)Cc2nnc(C)s2)cc1	.	-3.8%
O=C(Nc1ccccc1)NC1CCN(Cc2c(F)cccc2Cl)CC1	21	2.1%
Cc1ccc(S(=O)(=O)N2CCN(C(=O)c3ccc(OCc4c(C)noc4C)cc3)CC2)cc1	.	0.1%
CCOC(=O)C1CCCN(/C=C2\SC(=S)N(CC)C2=O)C1 (stereo not given)	-4	-5.4%
Cc1ccc2c(c1)NC(=O)C(CC(=O)N(C)Cc1ccccc1)O2 (stereo not given)	-6	-1.1%
c1ccc(CSc2ccc(-c3ccccn3)nn2)cc1	5	.
Cc1cc(C)c2c(c1)/C(=N/NC(=O)c1ccc(O)cc1)CCC2	-4	-1.5%
Cc1cc(NC(=O)Nc2cccc(C(F)(F)F)c2)n(C)n1	5	0.0%
COc1ccc(NC(=O)N2CCCC2C(=O)Nc2ccc(C)c(Cl)c2)cc1 (stereo not given)	.	1.1%
O=c1[nH]c(=O)n(C2CCCO2)cc1F (stereo not given)	.	-5.7%
Cn1cc(Cl)c(C(=O)OCC(=O)Nc2nc(-c3ccc(Br)cc3)cs2)n1	.	-1.2%
CC(C)(C)C(=O)N1CCn2c1nc1ccccc12	-6	-0.9%
COc1ccc(OCC(=O)O/N=C(\N)Cc2ccc(Cl)cc2Cl)cc1	11	4.9%
O=C(CCN1C(=O)c2ccccc2C1=O)Nc1cccc(S(=O)(=O)NC2=NCCC2)c1	-8	6.9%
CCOc1ccc(CC(=O)NNC(=O)/C=C/C(=O)O)cc1	36	1.6%
CC1=C(C(=O)OCc2ccccc2)C(c2cccs2)NC(=O)N1CCCC(=O)O (stereo not given)	.	-1.4%
CC(C)COc1ccc(C(=O)Nc2ccccc2[N+](=O)[O-])cc1	-9	1.4%
CN(C)CCN(Cc1ccco1)C(=O)c1cc2c(Cl)nc3ccccc3c2s1	3	.
CC(=O)NCCSC(=O)c1ccc(F)cc1	-9	2.3%
Cc1cc(C)cc(Oc2ccc(C(F)(F)F)cc2C#N)c1	10	0.6%
CN(C)c1ccc(C(CC(=O)O)C(=O)O)cc1 (stereo not given)	.	2.5%
O=C1NC2(Nc3ccccc31)C(=O)Nc1ccccc12 (stereo not given)	-3	0.6%
O=C(COc1ccccc1)N1CCNC1=O	.	-2.2%
CCC(=O)Nc1nc2ccccc2n1CCN1CCOCC1	-7	.

A portion from the list above, as a working copy:
SMILES	Mtb RmlCD inh	M. tuberculosis GlmU
O=C1NC(=S)NC(=O)C1=Cc1cccc2cc3ccccc3cc12	-6	-1.6%
Cc1cc2cc(CNC(=S)NC3CCCCC3)ccc2[nH]1	-19	-1.6%
CCCn1c(Sc2nc3c(c(=O)[nH]c(=O)n3C)n2CCC)nc2c1c(=O)[nH]c(=O)n2C	-1	-3.3%
O=C(c1cc(S(=O)(=O)N2CCC3(CC2)OCCO3)ccc1F)N1CCCCC1	6	1.5%
CC(=O)Nc1c(O)nc(SC/C=C/CSc2nc(O)c(NC(C)=O)c(=O)[nH]2)[nH]c1=O	40	-1.8%
COc1ccccc1C(=O)Oc1cc(C)[nH]c(=O)c1[N+](=O)[O-]	-8	-9.4%
O=S(=O)(c1ccc2ccccc2c1)N1C=CC(C(F)(F)F)=NCC1	5	1.5%
